PKA-R1A activ: activators of PKA-R1A holoenzyme, primary screen, biochemical, fluorescence polarization, Cy5-IP20, bovine R1A, mouse PKAc; cAMP-dependent protein kinase type I-alpha regulatory subunit (Bos taurus) + …; PKA-R1A dissociation; scaled: DMSO 0%, 113 µM cGMP 100%; activation, % at 11.4 µM; 0.083% of 340,000 active; AID 504707, 2011;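 active = percent activation above the mean of all tested compounds plus 3 SD, cut at about 19% in these data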;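 note: higher means more PKAc released from R1A so a rise in polarization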
PfHsp90 yeast 2: growth inhibition of PfHsp90-expressing yeast, primary screen, antimalarial PfHsp90 inhibitor project, S. cerevisiae, BacTiter-Glo luminescence, single point, set 2 | BacTiter-Glo ATP, 48 h; yeast lacking PDR1 and PDR3 efflux regulators | inhibition, % at 9.4 µM | 0.32% of 310,000 active;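 active = every replicate shows inhibition above about 80%, whatever the replicate mean, limit read from the data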;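 note: 0% = DMSO neutral controls and 100% = 20 µM radicicol positive controls; yeast relying on Plasmodium falciparum Hsp90 in place of its own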
phage Ecoli inh: growth loss of phage-infected E. coli, primary screen, RecBCD inhibitor project, absorbance, with phage, HTS; 0.26% of 360,000 active; inhibition, % at 11.9 µM; in the data active = inhibition above about 11%
Tat export inh: E. coli Tat export inhibitors, primary screen, MC4100, TorA-mCherry reporter, fluorescence, single point. inhibition, % at 10 µM. 0.036% of 340,000 active. AID 488895, 2010;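 active = mean replicate inhibition at least 50% and at least half of replicates individually reaching 50%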;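 note: exported cargo escapes ClpAP degradation while cytoplasmic cargo is degraded and loses fluorescence; 0% = median of neutral control wells and 100% = median of NaSCN control wells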
AddAB inh: growth inhibition of E. coli expressing H. pylori AddAB, primary screen, AddAB inhibitor project, absorbance; inhibition, % at 11.9 µM; 0.29% of 330,000 active; in the data active = inhibition above about 12%;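 note: 0% = vehicle wells of infected cells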
MOR-DOR ag: agonists of OPRM1-OPRD1 heterodimerization, primary screen, cell-based, luminescence; cells; activation, % at 9.3 µM; AID 504326, 2011; 0.3% of 340,000 active; in the data active = activation above about 18%;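 note: 0% = vehicle-treated cells and 100% = reference agonist; values of inactives mirror those of a sister screen read the other way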
Target sequence (P35372 whole entry, looked up): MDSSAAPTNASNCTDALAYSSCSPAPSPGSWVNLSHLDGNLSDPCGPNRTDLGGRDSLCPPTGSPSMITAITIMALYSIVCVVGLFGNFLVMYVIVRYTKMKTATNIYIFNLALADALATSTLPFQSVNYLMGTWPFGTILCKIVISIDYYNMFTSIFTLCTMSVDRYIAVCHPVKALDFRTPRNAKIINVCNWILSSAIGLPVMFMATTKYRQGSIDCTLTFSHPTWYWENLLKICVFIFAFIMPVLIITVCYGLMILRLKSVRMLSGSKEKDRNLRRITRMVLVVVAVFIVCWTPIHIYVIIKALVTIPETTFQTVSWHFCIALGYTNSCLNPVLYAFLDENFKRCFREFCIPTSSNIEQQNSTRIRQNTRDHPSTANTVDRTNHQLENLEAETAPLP
Target sequence (P41143 whole entry, looked up): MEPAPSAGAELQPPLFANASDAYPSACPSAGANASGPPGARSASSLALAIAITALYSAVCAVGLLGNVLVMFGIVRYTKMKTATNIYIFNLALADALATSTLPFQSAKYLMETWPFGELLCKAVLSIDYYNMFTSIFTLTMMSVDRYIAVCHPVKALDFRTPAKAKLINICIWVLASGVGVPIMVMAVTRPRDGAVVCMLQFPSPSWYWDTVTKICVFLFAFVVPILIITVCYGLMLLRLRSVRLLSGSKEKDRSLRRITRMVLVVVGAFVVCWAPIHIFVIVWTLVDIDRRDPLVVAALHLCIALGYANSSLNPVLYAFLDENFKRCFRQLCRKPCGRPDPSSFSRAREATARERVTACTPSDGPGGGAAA
OPRM1-OPRD1 inv: inverse agonists of MOR-DOR heterodimerization, primary screen, cell-based, luminescence; 0.21% of 340,000 active; cell-based MOR-DOR heterodimer luminescence, inverse agonism; inhibition, % at 9.3 µM; AID 504357, 2011; in the data active = inhibition above about 22%, passing the limit was not always enough;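 note: 0% = cells with DMSO and 100% = wells without cells with DMSO; values of inactives mirror those of a sister screen read the other way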
PKA-R2B act: activators of PKA-R2B holoenzyme, primary screen, biochemical, fluorescence polarization, Cy5-IP20, human. cAMP-dependent protein kinase catalytic subunit beta (Homo sapiens) + cAMP-dependent …. PKA-R2B holoenzyme dissociation; R2B truncated from residue 108, S112A mutant; 0% DMSO only, 100% 113 µM cGMP. activation, % at 11.4 µM. 0.079% of 340,000 active. AID 504700, 2011;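 active = activation above a cutoff set at the mean over all compounds plus 3 SD, cut at about 18% in these data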;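 note: higher means more holoenzyme dissociation and a rise in polarization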
Mot1-301 SUMO: yeast Mot1-301 growth rescue at high temperature, primary screen, SUMOylation pathway inhibitor project, S. cerevisiae, ATP luminescence, 38.5C; S. cerevisiae Mot1-301 growth rescue; percent above DMSO median, 100 means doubled; growth rescue, % at 18.8 µM; 1% of 320,000 active; AID 2716, 2010;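 active = every valid replicate shows activation above 250% relative to neutral control wells; inactive = the rest, any valid replicate at or below 250%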;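 note: OY570 slx delta 5 strain wells were the positive control but not used for scaling; some compounds called inactive have numbers as strong as hits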
HTR5A inv ctr: HTR5A inverse agonists in luminescence cell assay, primary screen, counter-screen for OPRM1-OPRD1 heterodimer inverse agonist project, full-deck HTS. 5-hydroxytryptamine receptor 5A (Homo sapiens), P47898. 0.083% of 340,000 active. HTR5A cell line, inverse agonism. inhibition, % at 9.3 µM. AID 504634, 2011; in the data active = inhibition mostly above about 23%, no sharp cut-off; inactive = mostly below about 18%;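 note: 0% = cells with DMSO and 100% = no-cell wells with DMSO; some compounds called inactive have numbers as strong as hits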
E coli growth: E. coli V3065 growth inhibition, primary screen, counter-screen for AddAB inhibitor project, absorbance, OD600; 18 h; inhibition, % at 11.9 µM; 0.27% of 330,000 active; AID 449728, 2010;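 active = inhibition above the campaign's mean inhibition across all tested compounds plus 3 SD, cut at about 9.9% in these data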;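 note: uninfected addAB+ strain grown without phage in ampicillin broth; 0% = DMSO wells and 100% = ciprofloxacin 0.95 µg/ml wells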
Starred values were filed as active, the others as inactive; . = no result given. Not a hit list; about 2.2% have a hit in one of these screens.

SMILES | PKA-R1A activ | PfHsp90 yeast 2 | phage Ecoli inh | Tat export inh | AddAB inh | MOR-DOR ag | OPRM1-OPRD1 inv | PKA-R2B act | Mot1-301 SUMO | HTR5A inv ctr | E coli growth
COc1ccc(CCNC(=O)C2CCN(S(=O)(=O)c3ccc(NC(C)=O)cc3)CC2)cc1OC | -7 | 12 | 0.2 | -7 | -0.2 | -2.6 | 12 | 1 | -2 | -4 | 0.4
Cc1ccnc(NC(=O)C2CCN(S(=O)(=O)c3ccc(C)c(C)c3)CC2)c1 | -15 | 20 | 4.4 | 11 | 1.4 | 0.6 | -4 | 8 | 9 | 1 | 1.9
Cc1cccc(-n2ccnc2CN2CCN(C(C)C)C(CCO)C2)c1 (stereo not drawn) | -10 | -11 | 0.0 | -2 | -0.1 | 2.4 | -12 | -1 | -22 | -6 | -3.2
O=C(O)c1ccc(-n2cccc2)cc1O | 8 | . | 1.8 | -1 | 3.6 | -1.0 | 5 | 4 | -9 | 9 | 1.1
CN(C)S(=O)(=O)c1cccc(C(=O)N2CCN(Cc3ccccc3)CC2)c1 | -2 | 24 | 2.3 | -6 | 1.5 | -1.0 | 6 | -8 | -25 | -6 | -2.6
COc1ccc(C(=O)Nc2ccc(C)cc2C(=O)c2ccccc2)c(OC)c1 | -9 | 2 | 1.9 | 7 | 4.7 | 3.3 | -18 | -5 | -5 | 5 | -1.0
COc1ccc(OC)c(NS(=O)(=O)c2cc(OC)ccc2OC)c1 | -1 | 11 | -0.5 | -5 | -0.1 | -3.2 | 15 | -9 | -7 | -9 | 0.7
COCCN=C1N[C@@H](c2ccc(Br)cc2)C(C(=O)OC)=C(C)N1Cc1ccccc1 | 4 | -11 | 1.1 | 3 | -0.5 | -0.3 | 2 | 6 | -15 | -33 | 0.1
CCN(CC)S(=O)(=O)c1ccc2nc(COC(=O)c3n[nH]c4ccccc34)[nH]c2c1 | -11 | . | 0.1 | -6 | -2.4 | 2.1 | -12 | -9 | -14 | -20 | 2.0
COc1cccc(C(=O)N2CCCN(C)CC2)c1OC | 0 | -18 | 3.4 | -1 | 1.5 | -1.8 | 9 | -8 | 56 | 2 | -1.2
COC(=O)c1ccc2c(=O)n(CCCCCC(=O)NCc3ccccc3)c(=O)[nH]c2c1 | 5 | -11 | 3.6 | -1 | 3.6 | -1.2 | 6 | -4 | -6 | 9 | -0.4
C/C(=N\NC(=O)Cn1nnc2ccccc21)c1ccco1 | -21 | -5 | 4.9 | 4 | 0.7 | 0.0 | 0 | -7 | -26 | 27 | 0.7
CCOc1ccsc1C(=O)NNC(=O)c1ccco1 | -6 | 19 | 2.6 | -5 | 1.1 | -1.8 | 10 | -10 | -5 | -5 | 1.8
O=C(COC(=O)C1CC(=O)N(CCc2ccccc2)C1)c1ccc[nH]1 (stereo not drawn) | 5 | . | 2.0 | -14 | 1.1 | -3.9 | 15 | -1 | 10 | -9 | 0.3
Cc1ccnc(NS(=O)(=O)c2ccc(NC(=O)CSc3nc(-c4ccccc4)cc(=O)[nH]3)cc2)n1 | -10 | 7 | 1.5 | -11 | 4.9 | 0.5 | -3 | -1 | 11 | 17 | -0.1
O=C(c1cc(-c2ccccc2Cl)on1)N1CCCC1 | -3 | -91 | 2.9 | -4 | 6.2 | -1.8 | 10 | 10 | 102 | -10 | 1.6
CC12CCC(C(=O)NNc3ccc([N+](=O)[O-])cc3)(CC1=O)C2(C)C (stereo not drawn) | -4 | -3 | 3.9 | -7 | -0.5 | 2.1 | -15 | -2 | 8 | -8 | -1.4
Cc1cccc(NC(=O)c2nc[nH]c2C(=O)N[C@@H](C)C(=O)OCc2ccccc2)c1 | -11 | -53 | 1.8 | 19 | 0.8 | 1.7 | -9 | -9 | -10 | -25 | 0.2
O=C(CSc1nnc(CNC(=O)c2ccccc2F)o1)c1ccccc1 | -9 | 15 | 1.9 | 7 | -1.3 | -1.3 | 7 | -7 | 174 | 26 | -4.1
CCN(CC(=O)Nc1ccccc1C(F)(F)F)C(=O)CCc1c(C)[nH]c(=O)c(C#N)c1C | 5 | 3 | 0.6 | 3 | 1.8 | -0.2 | 1 | -9 | 236 | -7 | -2.7
O=C(Nc1ccc2c(c1)OCO2)c1ccc(Br)c(S(=O)(=O)N2CCCC2)c1 | -9 | . | 3.5 | 5 | 4.8 | 0.9 | -5 | -1 | -11 | -15 | 1.0
COc1ccc(C(=O)NCc2ccccc2)cc1S(=O)(=O)N1CCCc2ccccc21 | -14 | 5 | 0.1 | -1 | 1.5 | -1.4 | 7 | -8 | 4 | 3 | -0.2
COc1cc([N+](=O)[O-])ccc1NC(=O)CCCOc1ccccc1 | -6 | 9 | 1.3 | 1 | 1.6 | -1.4 | 9 | 8 | -3 | 11 | -0.6
O=C(COC(=O)/C=C/c1ccc(F)cc1)NC1CCCCCC1 | 8 | -6 | 3.0 | -5 | 0.9 | -0.3 | 2 | 2 | -5 | -25 | -2.0
CC(CNS(=O)(=O)c1ccc(Cl)cc1)n1cncn1 (stereo not drawn) | -4 | -6 | 1.5 | -1 | 1.0 | -0.2 | 1 | 1 | 4 | 7 | -0.8

Profiles, quoted from the list. Values in the order: PKA-R1A activ | PfHsp90 yeast 2 | phage Ecoli inh | Tat export inh | AddAB inh | MOR-DOR ag | OPRM1-OPRD1 inv | PKA-R2B act | Mot1-301 SUMO | HTR5A inv ctr | E coli growth
CC12CCC(C(=O)NNc3ccc([N+](=O)[O-])cc3)(CC1=O)C2(C)C (stereo not drawn) across the screens: -4 | -3 | 3.9 | -7 | -0.5 | 2.1 | -15 | -2 | 8 | -8 | -1.4
CCN(CC)S(=O)(=O)c1ccc2nc(COC(=O)c3n[nH]c4ccccc34)[nH]c2c1 across the screens: -11 | . | 0.1 | -6 | -2.4 | 2.1 | -12 | -9 | -14 | -20 | 2.0

Next section
SMILES | PKA-R1A activ | PfHsp90 yeast 2 | phage Ecoli inh | Tat export inh | AddAB inh | MOR-DOR ag | OPRM1-OPRD1 inv | PKA-R2B act | Mot1-301 SUMO | HTR5A inv ctr | E coli growth
O=C(Nc1nnc(SCc2ccc(F)cc2)s1)c1ccc2ncsc2c1 | 5 | -6 | 2.1 | -3 | . | 0.5 | -3 | 11 | . | 17 | .
FC(F)(F)c1ccc(N2CCN(Cc3ccc4c(c3)OCO4)CC2)nc1 | 6 | -7 | 3.6 | -5 | 2.3 | 3.8 | -19 | 13 | 104 | 5 | -0.4
Cc1ccc(NC(=O)Nc2cccc3ccccc23)cc1 | -1 | -11 | 0.2 | -4 | 3.0 | 4.7 | -25 | 0 | 176 | 17 | 2.4
CCN1C(=NCCOC)N[C@@H](c2cccc(C(F)(F)F)c2)C(C(=O)OC)=C1C | -5 | 3 | 1.2 | 6 | 3.2 | -4.9 | 22 | -11 | -13 | 0 | 0.8
CC(=O)c1ccc(NC(=O)C2CCCN2S(=O)(=O)c2ccc(C)cc2)cc1 (stereo not drawn) | 4 | 15 | 1.7 | -4 | 1.8 | -0.7 | 4 | 1 | 16 | 5 | 2.7
CC(C)CNC(=O)c1cccc(NC(=O)c2ccc(Cl)c([N+](=O)[O-])c2)c1 | -2 | 40 | 4.6 | -4 | 5.8 | 4.3 | -26 | 0 | -30 | 20 | 4.0
O=c1cc(O)c2ccc(O)cc2o1 | 0 | 12 | 1.7 | 0 | 6.2 | -2.9 | 15 | -4 | 36 | 10 | 1.7
Cc1cccc(-c2nnc(SCC(=O)N3CCOCC3)o2)c1 | -15 | -7 | 1.6 | -19 | 4.2 | -0.1 | 0 | 2 | 14 | -8 | -0.2
O=C1NC(=Nc2ccccc2)S/C1=C\c1cccn1-c1ccccc1 | -3 | 18 | 1.9 | -4 | 1.0 | 2.9 | -16 | 4 | . | -3 | 2.9
Cc1cc(C)c(S(=O)(=O)NCCOc2ccccc2)c(C)c1-n1cnnn1 | 3 | . | 0.8 | 4 | 0.0 | -0.4 | 2 | 3 | 68 | 1 | 0.8
Cc1cc2occ(CC(=O)N(C)CC(=O)Nc3ccccc3Cl)c2cc1C | 0 | -18 | -0.7 | 1 | -2.5 | 0.3 | -2 | 7 | 8 | 7 | 0.9
COc1ccccc1Nc1ncnc2c1c(C)c(C)n2CCO | -12 | -12 | 2.6 | -13 | . | -2.7 | 12 | -11 | -14 | 12 | .
O=C(O)Cn1c(SC2CCCCC2)nc2ccccc21 | -4 | -11 | 2.4 | -2 | 2.4 | -3.1 | 18 | 2 | 6 | 7 | 0.2
C1CCN(c2nc(N3CCCCC3)nc(N3CCNCC3)n2)CC1 | -1 | -12 | 3.4 | -4 | 0.6 | 2.8 | -17 | 2 | . | 1 | -0.8
Cc1ccc(C(=O)O)cc1[N+](=O)[O-] | 8 | 4 | 2.4 | 2 | -1.7 | -0.4 | 2 | -7 | 365* | -16 | -1.2
CS(=O)(=O)N1CCCC(C(=O)NCCc2ccc(Cl)cc2)C1 (stereo not drawn) | -4 | -4 | -0.9 | 9 | 0.7 | 0.0 | 0 | -18 | 53 | -13 | -0.1
COc1cc([N+](=O)[O-])ccc1NC(=O)/C=C/C(=O)O | -3 | -2 | 4.1 | -17 | 2.5 | -2.0 | 11 | 6 | 232 | -32 | -1.1
COc1cc(NC(=S)NC(C)=O)ccc1NC(=O)C(C)C | 5 | . | 3.8 | 3 | 1.3 | 0.9 | -5 | 3 | 579 | 22 | 0.1
NC(=O)c1ccsc1NC(=O)COC(=O)COc1ccccc1[N+](=O)[O-] | 0 | 14 | 3.9 | -11 | 2.1 | -2.6 | 14 | -7 | 21 | -1 | -0.9
COc1ccc(-c2cnc(SCC(=O)Nc3cc(C)on3)n2Cc2ccco2)cc1 | -1 | -5 | 1.7 | 11 | -1.1 | -1.3 | 7 | -4 | 0 | -10 | 1.3
N#Cc1ccccc1CSc1ncccc1C(=O)O | 6 | -9 | -0.8 | -17 | 3.4 | -2.2 | 14 | -4 | 322 | 15 | 1.2
Cc1ccc(NC(=S)N/N=C2\CC(C)(C)Oc3ccc(O)cc32)cc1 | -10 | . | 1.0 | 5 | 0.2 | 0.3 | -2 | -1 | 6 | 19 | -0.8
O=C(O)CCC(=O)N1CCN(c2ncccn2)CC1 | 0 | 7 | 1.6 | -1 | 2.4 | -1.7 | 9 | 7 | 0 | 3 | 0.4
O=S1(=O)[C@H]2C[C@@H]3C=C[C@@]2(CN1Cc1ccccc1F)O3 | 3 | -1 | 1.6 | 0 | 1.1 | -2.0 | 11 | -6 | 1 | 12 | 0.2
COC(=O)[C@H](Cc1c[nH]c2ccccc12)NC(=O)CCCc1c[nH]c2ccccc12 | 0 | 7 | 3.7 | 6 | -1.9 | 1.0 | -5 | -1 | -14 | -15 | 0.4

Assay outcomes: PubChem, several laboratories
